High-throughput results as filed in PubChem.
TWEAK Fn14 block: TWEAK-Fn14 signaling inhibition | TWEAK-stimulated Fn14 reporter cells, luciferase luminescence, 8 h | inhibition, % at 10 µM | 2% of 360,000 active | AID 1159606; in the data active means inhibition above about 50%
Peg3 promoter: Peg3 promoter activity inhibition. 1.7% of 360,000 active. inhibition, % at 20 µM. HeLa PEG-Prom luciferase reporter, luminescence, overnight;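 active means inhibition of at least 50% at 20 µM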
CF NFkB block: cystic fibrosis NF-kB activation inhibition. KKLEB NF-kB-GFP reporter, PAF-induced, GFP fluorescence overnight. 0.86% of 360,000 active. inhibition, % at 5 µM;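 active means at least 50% inhibition at 5 µM, scaled per plate between neutral and stimulator controls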;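 further: PAF is a Pseudomonas aeruginosa culture filtrate used as stimulus; plate controls were PAF-stimulated DMSO wells for no effect and unstimulated DMSO wells for full effect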
aDG glyco up: increases alpha dystroglycan glycosylation. Pro5-aDG cells, alpha-DG glycosylation AlphaScreen (IIH6); 0% Pro5, 100% B10-LARGE cell signal. activation, % at 10 µM. 0.22% of 360,000 active;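 active means activation of at least 8% versus controls, or a plate z-score of at least 8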;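 further: Pro5 are CHO cells carrying HIG-tagged alpha-DG that lacks glycosylation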
Shn3 3UTR inh: inhibitors of Schnurri-3 3'UTR reporter in osteoblasts. 0.52% of 360,000 active. Clone20 osteoblast Shn3 3'UTR firefly luciferase, 24 h. inhibition, % at 12.5 µM. AID 588674;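 active means mean inhibition of at least 75% with every replicate also reaching 75%; inconclusive means mean inhibition at least 75% but some replicate below; inactive means mean inhibition below 75%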;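 further: 0% = median of neutral control wells and 100% = pilot-screen positive control compound; some compounds past the cut are filed as inactive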
MITF TRPM1 inh: inhibitors of MITF-driven TRPM1 promoter in melanoma cells. AID 488899. 0.83% of 330,000 active. inhibition, % at 12.5 µM. SK-MEL-5 TRPM1 promoter luciferase, 24 h;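 active means mean inhibition across replicates of 60% or more, whatever share of single replicates reaches that level; inconclusive means some that reach 60%, reason not given; inactive means mean inhibition across replicates below 60%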; further: values of inactives mirror those of a sister screen read the other way
NR2E3 ag-1: agonists of human NR2E3 nuclear receptor. 0.35% of 360,000 active. AID 602229. inhibition of corepressor binding, % at 3.98 µM. Q9Y5X4. CHO-S Gal4-NCOR/VP16-NR2E3 two-hybrid, luciferase;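 active means inhibition above the mean of all tested compounds plus 3 SD, cut at about 70% in these data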;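 further: 0% = DMSO with NR2E3 transfected cells and 100% = cells lacking NR2E3 construct; higher means lower luciferase signal from less NR2E3 corepressor binding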
Target sequence (Q9Y5X4 whole entry, looked up, the tested form may be a part): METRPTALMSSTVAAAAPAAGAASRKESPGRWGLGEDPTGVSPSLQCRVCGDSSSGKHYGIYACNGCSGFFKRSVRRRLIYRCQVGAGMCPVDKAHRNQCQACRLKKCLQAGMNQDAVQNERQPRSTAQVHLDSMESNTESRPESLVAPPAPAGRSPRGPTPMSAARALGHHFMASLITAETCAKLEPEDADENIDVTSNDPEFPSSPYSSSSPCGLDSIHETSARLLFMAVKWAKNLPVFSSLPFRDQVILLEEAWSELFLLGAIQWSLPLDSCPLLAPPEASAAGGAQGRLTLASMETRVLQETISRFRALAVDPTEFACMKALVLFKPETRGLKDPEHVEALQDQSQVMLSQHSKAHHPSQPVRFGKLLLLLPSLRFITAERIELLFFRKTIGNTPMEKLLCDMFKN
NR2E3 ag-2: agonists of human nuclear receptor NR2E3; Q9Y5X4; GST-NR2E3/biotin-RetCOR TR-FRET, 1536-well; inhibition of corepressor binding, % at 4.78 µM; 0.12% of 320,000 active; AID 2300;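 active means percent inhibition above the cutoff of mean plus 3 SD of all tested compounds, set per screening campaign, cut at about 20% in these data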;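 further: 0% = DMSO wells and 100% = biotin wells as full block of FRET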
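Test system – NR2E3–RetCOR corepressor complex · Quantity – NR2E3 fusion 1.35 nM · Buffer or medium – Tris pH 7.5 · Incubation – Compound–protein incubation for 5 h at 4 °C · Technique – TR-FRET, Eu(K)-anti-GST donor, streptavidin-D2 acceptor, ex 340, em 617/671 nm · Evaluation – percent inhibition of 671/617 nm emission ratio versus biotin and DMSO controls · Plate – 1536-well format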
iPSC survival up: hiPSC single-cell survival enhancement | ATPlite luminescence; 100% = ROCK inhibitor wells, 0% = DMSO | 0.044% of 360,000 active | survival enhancement, % at 20 µM; in the data active means survival enhancement above about 18%;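 further: cells exposed to compounds for 16 hours before the ATP read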
HIF-2a inh: HIF-2a inhibition; AID 624352; inhibition, % at 18.8 µM; 0.72% of 360,000 active; 786-0 RCC cells HIF-2a reporter, luciferase luminescence, overnight;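 active means inhibition of the luminescence signal of 40% or more relative to plate controls, in a single-dose primary screen at 18.75 µM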
KKLEB cytotox: CF airway cell cytotoxicity counter-screen. KKLEB CF airway cells viability, ATPlite luminescence, overnight; stronger effect = lower value; cells stimulated with P. aeruginosa culture filtrate. activity change (cytotoxicity), % at 5 µM. AID 602141. 0.36% of 360,000 active;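 active means corrected activity change at or below -50% at 5 µM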
* marks the source's active call; other numbers are inactive results; i = inactive; ? = inconclusive; / = not tested or not shown. This is a random part of the collection. Share with any hit: about 4.4%.

SMILES	TWEAK Fn14 block	Peg3 promoter	CF NFkB block	aDG glyco up	Shn3 3UTR inh	MITF TRPM1 inh	NR2E3 ag-1	NR2E3 ag-2	iPSC survival up	HIF-2a inh	KKLEB cytotox
Cc1ccc(CN2CCN(/N=C/c3ccccc3)CC2)cc1	-5	6	-6	-0.1	-8	2	-11	4	0.4	-10	-2
CCCCC(=O)Nc1cc(OC)c(NC(=S)NC)cc1OC	-11	-1	0	-0.3	-5	-14	-3	-3	-3.8	1	11
CCOC(=O)Cn1c(CN2CC(C)OC(C)C2)nc2c1c(=O)n(C)c(=O)n2C (centres undefined)	5	-3	0	-0.1	2	/	-19	0	-0.1	11	4
CCn1c(SCC(N)=O)nnc1-c1ccc(OC)c(OC)c1	5	9	-3	-0.1	-17	-2	-12	-1	-0.7	-3	-6
CCOC(=O)CN1C(=O)C(O)=C(C(C)=O)C1c1ccc(F)cc1 (centres undefined)	7	2	-12	-0.1	-5	-4	-18	0	-2.2	10	7
CCN(c1ccccc1)S(=O)(=O)c1ccc(OCC(=O)N2CCCC2)cc1	0	-12	-2	0.0	1	1	8	-1	-1.4	10	14
CCC(CC)C(=O)Nc1cccc(C(=O)NCCc2ccc(S(N)(=O)=O)cc2)c1	-10	8	-6	-0.2	0	7	8	0	-2.4	-8	-1
C=CCc1cc(Cl)ccc1OCCn1ccnc1	12	21	17	0.3	11	0	2	-1	-0.4	10	-10
COc1ccc(/C=C\c2nc(=O)c3ccccc3o2)cc1	42	-83	5	0.2	-55	-1	-50	/	-3.3	-96	-2
O=C(CN1C(=O)C(=O)N(CCC2=CCCCC2)C1=O)Nc1ccc(F)cc1F	3	-1	-6	-0.1	1	-10	-5	/	-0.3	0	6
CCn1nc(NC(=O)C(C)C)c2cc3ccc(C)cc3nc21	-3	-1	17	0.1	-4	12	3	-1	2.2	7	4
CC(=O)c1ccccc1OCC(O)CN1CCN(c2ccccn2)CC1 (centres undefined)	10	15	7	-0.1	-12	5	8	2	0.1	11	-3
CCOC(=O)N1CCN(S(=O)(=O)c2ccc3c(c2)CCN3C(=O)CC)CC1	-2	16	-16	0.4	26	5	-1	6	0.2	9	2
CCOc1ccccc1CN1CCC(N2CCC(C(=O)NC3CC3)CC2)CC1	21	-10	-4	-0.1	-23	-6	22	0	-0.5	11	7
Cc1ccc(Nc2nc(C(=O)N3CCC(C(=O)NC(C)C)CC3)cs2)cc1	0	-17	-6	0.0	-6	-6	7	2	0.8	-40	6
O=C(COC(=O)/C=C/c1ccccc1)NCc1ccco1	-16	-13	-36	0.1	-8	/	30	/	5.4	1	18
Cc1cccc(C)c1NC(=O)CNC(=O)c1ccc(COc2ccccc2)o1	-4	0	26	-0.2	-5	-5	14	1	0.3	4	-19
O=c1c2c3nc4ccccc4nc3n(Cc3ccccc3)c2ncn1Cc1ccco1	21	76*	11	0.5	45	4	-21	/	8.8	44*	3
O=C(COC(=O)c1cnccn1)Nc1ccc(Cl)cn1	4	-9	-11	-0.3	-7	-10	-2	0	-0.3	4	8
CCOc1ccc(CCNC(=O)COC(=O)c2ccncc2)cc1OCC	-9	-3	7	0.6	4	1	27	/	0.9	6	5
CC1CCN(CCCn2c(=S)[nH]c3c(sc4ccc([N+](=O)[O-])cc43)c2=O)CC1	-41	1	-11	-0.2	13	-17	-10	-2	-0.8	-13	-5
Cc1cc(C)c(NS(=O)(=O)c2ccc3c(c2)oc(=O)n3C)c(C)c1	5	17	-6	0.0	7	/	-2	/	1.1	13	7
Cc1cc2c(cc(C(=O)OC(C(=O)NC3CCCCC3)C(C)C)n2C)o1 (centres undefined)	12	22	12	0.6	?	13	21	-3	-0.6	7	-7
Cc1ccc(S(=O)(=O)N2CCOCC2)cc1NC(=O)COC(=O)C1(C)CC1(Cl)Cl (centres undefined)	6	15	-33	0.1	-18	9	-14	/	-0.4	13	4
CC(Sc1ccccn1)C(=O)NC1CCCC1 (centres undefined)	-4	9	11	0.0	6	3	0	0	-0.3	-2	15

An excerpt from above in order of the TWEAK Fn14 block value, rising.
SMILES	TWEAK Fn14 block	Peg3 promoter	CF NFkB block	aDG glyco up	Shn3 3UTR inh	MITF TRPM1 inh	NR2E3 ag-1	NR2E3 ag-2	HIF-2a inh
O=C(COC(=O)/C=C/c1ccccc1)NCc1ccco1	-16	-13	-36	0.1	-8	/	30	/	1
Cc1cc(C)c(NS(=O)(=O)c2ccc3c(c2)oc(=O)n3C)c(C)c1	5	17	-6	0.0	7	/	-2	/	13
CC(=O)c1ccccc1OCC(O)CN1CCN(c2ccccn2)CC1 (centres undefined)	10	15	7	-0.1	-12	5	8	2	11

(listing goes on)
SMILES	TWEAK Fn14 block	Peg3 promoter	CF NFkB block	aDG glyco up	Shn3 3UTR inh	MITF TRPM1 inh	NR2E3 ag-1	NR2E3 ag-2	iPSC survival up	HIF-2a inh	KKLEB cytotox
Cc1cc(NC(=O)CN2C(=O)NC3(CCCCC3)C2=O)no1	0	-4	8	0.0	-3	4	-24	4	6.7	17	-3
O=C(Nc1ccc(Cl)cn1)c1ccc2c(c1)OCCO2	67*	-52	-7	0.3	-26	-4	-148	1	-2.0	-39	-20
CCCOc1ccc(C(=O)Nc2ccc3c(c2)OCCO3)cc1	15	-208	14	0.1	-80	-83	-108	2	-0.6	-184	-12
CCOc1ccc(Nc2nc(Cc3nnc(SCC(=O)c4ccc(C)c(C)c4)o3)cs2)cc1	-7	-31	-1	2.4	37	7	-11	-2	-0.2	-71	-2
CCCNC(=O)C1CC(=O)N(c2ccc(OCC(=O)Nc3cccc(C)c3C)cc2)C1 (centres undefined)	-3	11	-2	0.0	2	/	9	2	-1.8	-6	3
Cc1cc(C)n(CCc2nc(-c3ccc(C)o3)cs2)n1	-15	-19	8	-0.2	-19	-1	-10	2	2.3	4	0
CC1CN(C(=O)CCC(=O)N2CCCCC2)c2cc(Cl)ccc2O1 (centres undefined)	20	-19	-13	0.0	-4	-1	5	-1	-0.1	5	2
CCOC(=O)Cn1c(C)cc(=O)c2cccc(C)c21	-9	10	6	0.0	-8	4	-8	-1	-5.0	12	-1
O=C1[C@@H]2[C@H](C(=O)N1Cc1ccco1)[C@H]1C=C[C@@H]2C1	17	10	-8	0.0	-19	8	-2	1	0.0	2	6
CCOc1cc(S(=O)(=O)n2cc(-c3ccc(F)cc3)c(N)n2)cc(OCC)c1OCC	11	40	5	0.6	31	5	6	5	-0.7	18	7
CCOC(=O)c1sc(NC(=O)CSc2nnc(C(C)C)n2CC)nc1C	13	52*	-4	-0.2	26	2	5	0	0.0	5	-9
CCCCCCCCOC(=O)c1cc([N+](=O)[O-])c(Sc2ncnc3nc[nH]c23)c([N+](=O)[O-])c1	20	83*	2	-0.4	99*	43	-12	/	-3.1	-53	-9
C=CCn1c(Cn2c(-c3cnccn3)nc3ccccc32)nc2ccccc21	-11	/	/	0.3	/	/	5	/	-1.2	14	/
Cc1ccc(-c2c(=O)n(O)c3ccccc3[n+]2[O-])cc1	0	4	6	-0.1	-39	0	-34	/	1.1	-18	8
CCN1CCCC1CNC(=O)c1cc(COc2ccc(C)c(C)c2)on1 (centres undefined)	-9	-163	-9	-0.1	-21	-78	-46	-2	-0.6	-160	2
COc1ccc2[nH]c3c(c2c1)CCN1C(=O)C(CC(=O)NCc2ccco2)C[C@H](C(=O)N2CCOCC2)[C@@]31C (some centres undefined)	7	-21	-9	-0.2	9	0	0	/	-0.7	12	7
COc1c(OC(C)=O)ccc(/C=C/c2ccc3ccccc3n2)c1[N+](=O)[O-]	-2	-197	-9	0.0	-94	-116	-102	1	2.5	i	-13
CN(C(=O)c1ccc(NC(=O)Cc2cccc(NC(=O)C3CCN(C(=O)C4CC4)CC3)c2)cc1)C1CCCC1	-27	4	15	0.0	-16	-11	-5	1	-0.7	4	1
CCOC(=O)C1=CN(CC)S(=O)(=O)NC1CCc1ccccc1 (centres undefined)	-2	11	10	0.1	-2	1	-27	/	0.0	5	-1
Cc1ccc(S(=O)(=O)N(C)CC(=O)Nc2ccccc2N2CCCC2)cc1	10	17	6	0.0	3	10	1	1	-0.4	-7	-1
O=C(CN1C(=O)c2ccccc2C1=O)N1CCCCC1	-3	11	5	0.1	-3	-3	35	-5	-1.8	3	-8
Cc1ccc(NC(=O)CSc2nnc(C)c(=O)n2N)c(C)c1	-2	2	17	0.1	-1	-6	6	1	-1.5	6	-5
Cn1c2c(c3ccccc31)CCSC2=O	-5	-69	-11	0.0	-12	-4	-21	4	-3.6	-32	-5
O=C(NCc1ccccc1)C1=C[C@@H](c2coc3ccccc3c2=O)C[C@@H](OCc2ccc(CO)cc2)O1	1	26	-25	0.0	11	7	6	1	0.8	11	11
COC(=O)c1c(C)oc2cc(Br)c(OCC(=O)C(C)(C)C)cc12	9	7	3	0.2	-16	-5	-6	2	1.1	22	-20
COCCn1c(C)cc(C(=O)CSc2nnc(C3CC3)n2C2CC2)c1C	7	-27	-18	0.0	10	-11	-17	2	-0.5	-21	28

3 compounds picked at random from those above:
SMILES	TWEAK Fn14 block	Peg3 promoter	CF NFkB block	aDG glyco up	Shn3 3UTR inh	MITF TRPM1 inh	NR2E3 ag-1	NR2E3 ag-2	iPSC survival up	HIF-2a inh	KKLEB cytotox
COc1ccc(/C=C\c2nc(=O)c3ccccc3o2)cc1	42	-83	5	0.2	-55	-1	-50	/	-3.3	-96	-2
CCOC(=O)CN1C(=O)C(O)=C(C(C)=O)C1c1ccc(F)cc1 (centres undefined)	7	2	-12	-0.1	-5	-4	-18	0	-2.2	10	7
COc1c(OC(C)=O)ccc(/C=C/c2ccc3ccccc3n2)c1[N+](=O)[O-]	-2	-197	-9	0.0	-94	-116	-102	1	2.5	i	-13
